A3A deaminase = APOBEC3A ssDNA deaminase inhibitors, primary screen, selectivity assay for APOBEC3G inhibitor project, biochemical, FAM/TAMRA oligo cleavage fluorescence. DNA dC->dU-editing enzyme APOBEC-3A (Homo sapiens), P31941. recombinant A3A, FAM/TAMRA ssDNA deamination fluorescence. inhibition, % at 20 µM. 330,000 tested, 0.41% active. AID 493011, 2011;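 active means at least 40% inhibition at 20 µM here, with at most 30% in a related deaminase screen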;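 further: plate controls were A3A with DMSO for no effect and wells lacking A3A enzyme for full effect; some results filed as inactive read as strong as hits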
hIAP act = human IAP activators, primary screen, biochemical, luminescence, uHTS; Intestinal-type alkaline phosphatase (Homo sapiens), P09923; purified human IAP, CDP-Star luminescence, 30 min; hits give high values; 1 = vehicle-only enzyme, 0 = enzyme-free background; activation factor at 10 µM; 330,000 tested, 0.16% active; AID 2524, 2010;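 active means activation factor of the enzyme at least 2-fold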; further: the source names both 10 and 20 µM as test concentration; values of inactives mirror those of a sister screen read the other way
Target sequence (P09923 whole entry, looked up): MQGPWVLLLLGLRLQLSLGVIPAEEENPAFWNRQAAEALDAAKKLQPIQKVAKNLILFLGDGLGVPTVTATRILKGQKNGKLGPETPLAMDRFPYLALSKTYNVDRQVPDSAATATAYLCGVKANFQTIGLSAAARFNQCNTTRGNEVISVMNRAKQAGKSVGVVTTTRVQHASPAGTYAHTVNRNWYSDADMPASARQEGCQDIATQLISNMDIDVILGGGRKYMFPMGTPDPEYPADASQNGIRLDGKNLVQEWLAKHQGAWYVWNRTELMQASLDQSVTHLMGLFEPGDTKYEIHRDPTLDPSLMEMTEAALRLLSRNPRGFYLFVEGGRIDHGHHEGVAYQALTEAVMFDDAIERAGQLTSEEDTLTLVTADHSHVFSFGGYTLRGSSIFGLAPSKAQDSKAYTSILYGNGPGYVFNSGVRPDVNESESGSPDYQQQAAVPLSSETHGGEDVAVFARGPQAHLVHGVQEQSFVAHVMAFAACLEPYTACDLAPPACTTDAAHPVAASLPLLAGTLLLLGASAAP
mIAP block = inhibitors of mouse IAP, primary screen, biochemical, luminescence, uHTS | 330,000 tested, 0.2% active | AID 2806, 2010 | inhibition, % at 10 µM | purified mouse IAP, CDP-Star luminescence, 30 min;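 active means inhibition of at least 40% at 10 µM in the primary screen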;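 further: plate controls were DMSO with enzyme for no effect and no enzyme wells for full effect; values of inactives mirror those of a sister screen read the other way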
hIAP inh = human IAP inhibitors, primary screen, biochemical, luminescence, uHTS | purified IAP, CDP-Star luminescence, 30 min | inhibition, % at 10 µM | 330,000 tested, 0.12% active;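 active means inhibition reaching a set limit with compound at 10 µM in the primary screen, cut at about 35% in these data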;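 further: plate controls were DMSO wells with enzyme for no effect and no-enzyme buffer wells for full effect; values of inactives mirror those of a sister screen read the other way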
A3G deaminase = APOBEC3G DNA deaminase inhibitors, primary screen, biochemical, fluorescence, single-stranded DNA substrate, uHTS | recombinant A3G, ssDNA deamination FAM/TAMRA fluorescence | inhibition, % at 20 µM | AID 493012, 2011 | DNA dC->dU-editing enzyme APOBEC-3G (Homo sapiens), Q9HC16 | 330,000 tested, 0.28% active;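 active means inhibition of at least 40% at 20 µM, with no more than 30% in the related APOBEC3A deaminase screen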;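 further: plate controls were DMSO wells with A3G for no effect and wells lacking A3G enzyme for full effect; some compounds called inactive have numbers as strong as hits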
mIAP activ = activators of mouse IAP, primary screen, biochemical, luminescence, uHTS | intestinal alkaline phosphatase [Mus musculus] | muIAP, CDP-Star luminescence, 30 min; hits give high values; 1 = vehicle-only enzyme signal, 0 = enzyme-free wells | activation factor at 10 µM | 330,000 tested, 0.24% active | AID 2805, 2010;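 active means activation factor of at least 2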; further: the source names both 10 and 20 µM as test concentration; values of inactives mirror those of a sister screen read the other way
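System: mouse IAP enzyme. Reagent: CDP-Star chemiluminescent phosphatase substrate. Benchmarks: DMSO wells, no-enzyme wells. Times: 30 min enzyme-substrate-compound incubation at room temperature. Detection: luminescence from enzymatic CDP-Star hydrolysis. Doses: test compounds delivered from DMSO solution.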
MPTP inh = mitochondrial permeability transition pore inhibitors, primary screen, biochemical, isolated mouse mitochondria, absorbance. Ca2+ swelling absorbance, 30 min. inhibition, % at 10 µM. 360,000 tested, 1.4% active. AID 602449, 2012;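 active means inhibition of 50% or more, scaled per plate between neutral and stimulator controls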;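 further: 0% = DMSO wells given calcium and 100% = 1 mM EGTA wells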
beta cell repl = inducers of MIN6 beta-cell proliferation, primary screen, ATP luminescence, uHTS. MIN6 cells proliferation, ATPlite luminescence, 48 h; cells starved in 0.2% serum; 100% = growth in 10% serum. proliferation, % at 10 µM. 330,000 tested, 0.29% active;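 active means compounds whose signal lies at least 3.5 SD above the mean of all wells on their plate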;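 further: 0% = DMSO-treated cells in low-serum medium and 100% = 10% serum control; some compounds called inactive have numbers as strong as hits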
ATG4B inh = ATG4B protease inhibitors, primary screen, biochemical, fluorescence, uHTS; Cysteine protease ATG4B (Homo sapiens), Q9Y4P1; ATG4B cleavage of LC3-PLA2, NBD-HPC fluorescence, 1 h; inhibition, % at 8.33 µM; 340,000 tested, 0.51% active; AID 504462, 2011; in the data active means inhibition above about 40%
Target sequence (Q9Y4P1 whole entry, looked up): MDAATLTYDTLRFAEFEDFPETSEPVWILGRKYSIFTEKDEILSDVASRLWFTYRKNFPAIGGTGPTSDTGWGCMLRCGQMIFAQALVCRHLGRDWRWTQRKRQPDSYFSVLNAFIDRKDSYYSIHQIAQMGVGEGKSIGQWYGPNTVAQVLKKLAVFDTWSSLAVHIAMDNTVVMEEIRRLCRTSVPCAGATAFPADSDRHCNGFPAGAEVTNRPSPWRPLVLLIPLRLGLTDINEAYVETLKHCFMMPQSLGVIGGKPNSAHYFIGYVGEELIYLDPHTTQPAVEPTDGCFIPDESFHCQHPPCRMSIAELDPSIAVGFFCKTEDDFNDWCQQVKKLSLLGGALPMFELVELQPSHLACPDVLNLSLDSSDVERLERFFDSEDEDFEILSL
Starred values were filed as active, the others as inactive; x = not tested or not shown. Compounds as they come; any-hit rate near 3.3%.

item	structure	A3A deaminase	hIAP act	mIAP block	hIAP inh	A3G deaminase	mIAP activ	MPTP inh	beta cell repl	ATG4B inh
1	CCCc1cc(=O)[nH]c2nnc(SCC(=O)Nc3nnc(SCC)s3)n12	-3.3	1.07	10.3	-7.5	-3.4	0.897	-1.3	4.5	0.8
2	Cc1cc(NC(=O)c2cc3ccccc3o2)cc(C)c1OCC(=O)N1CCOCC1	-6.5	1.1	-2.7	-10.4	-8.3	1.03	-0.3	-2.6	-16.4
3	Cc1nc(Nc2ccccc2)sc1C(=O)c1ccc(F)cc1	3.7	0.964	-3.3	3.6	6.2	1.03	-0.1	-2.5	-1.0
4	Cc1ccc2nc(-c3ccccc3)cc(C(=O)N3CCc4ccccc4C3)c2c1	0.8	0.971	4.9	2.9	-6.9	0.951	-0.1	-6.0	14.1
5	O=C(CSc1ccc(-c2ccco2)nn1)NCc1ccc(F)cc1	-0.6	0.951	-0.7	4.9	-1.5	1.01	0.4	0.0	-1.4
6	Cc1ccc(-c2cc(C(=O)Nc3cc(C)ccc3C)[nH]n2)c(O)c1	-1.1	1.49	3.8	-48.6	-1.0	0.962	3.4	1.6	-8.9
7	O=C(/C=C\c1ccccc1)Nc1nccs1	-1.5	1.1	-3.3	-10.0	-1.6	1.03	-0.5	-1.7	5.9
8	CC(C)OP(=O)(OC(C)C)C(Nc1ccccc1)c1ccc2c(c1)OCO2 (centres undefined)	0.6	0.93	-0.3	7.0	-0.8	1	1.7	0.0	-2.5

Gathered by group, the entries above with a halogen
item	structure	A3A deaminase	hIAP act	mIAP block	hIAP inh	A3G deaminase	mIAP activ	MPTP inh	beta cell repl	ATG4B inh
3	Cc1nc(Nc2ccccc2)sc1C(=O)c1ccc(F)cc1	3.7	0.964	-3.3	3.6	6.2	1.03	-0.1	-2.5	-1.0
5	O=C(CSc1ccc(-c2ccco2)nn1)NCc1ccc(F)cc1	-0.6	0.951	-0.7	4.9	-1.5	1.01	0.4	0.0	-1.4

The listing continues:
item	structure	A3A deaminase	hIAP act	mIAP block	hIAP inh	A3G deaminase	mIAP activ	MPTP inh	beta cell repl	ATG4B inh
9	CCCCNC(=O)c1sc(=S)n2c1[nH]c(=O)c1ccccc12	-0.1	0.931	-1.4	6.9	-0.4	1.01	96.3*	-6.0	45.4*
10	CCc1cccc(C)c1NC(=O)c1cc(C)oc1C	2.8	0.985	3.5	1.5	-8.3	0.965	0.2	-1.2	0.7
11	CCOC(=O)c1ccc(NC(=O)N2CCc3ccccc3C2)cc1	5.1	1.2	-18.2	-20.1	4.8	1.18	0.2	0.4	3.5
12	Cc1ccc(C(=O)NNC(=O)CCC(=O)Nc2cc(C)on2)cc1	2.2	1.01	-1.1	-1.1	0.1	1.01	-1.2	-0.4	-3.4
13	COc1ccccc1-c1ccc(=O)n(CC(=O)NCC2CCCO2)n1 (centres undefined)	0.7	1.04	-3.6	-3.6	-10.1	1.04	0.0	-1.6	3.9
14	Cc1cccc(C)c1NC(=S)/C(=C(\[O-])c1cccs1)[n+]1ccccc1	-4.8	1.07	17.0	-6.8	-11.9	0.83	-15.3	0.6	10.5
15	COc1ccc(N(Cc2cc(=O)[nH]c3ccccc23)C(C)=O)cc1	-1.0	0.892	7.6	10.8	-6.4	0.924	-0.7	7.1	0.1
16	O=C(c1ccc(Cl)cc1Cl)C1(n2cncn2)Oc2ccccc2C1O (centres undefined)	2.3	0.989	15.0	1.1	-3.5	0.85	2.2	5.0	-3.9

More records follow.
item	structure	A3A deaminase	hIAP act	mIAP block	hIAP inh	A3G deaminase	mIAP activ	MPTP inh	beta cell repl	ATG4B inh
17	Cc1ccc(S(=O)(=O)N(CCC(=O)O)Cc2ccc(Cl)cc2)cc1	-0.7	1.08	-25.9	-7.6	1.5	1.26	-0.1	-0.7	2.0
18	O=S(=O)(c1cccs1)N1CCN(c2ccccc2F)CC1	-1.5	0.987	6.2	1.3	-9.9	0.938	0.4	0.0	0.2
19	Cc1cc(C(=O)CSc2nnc(C3CC3)n2C2CC2)c(C)n1C(C)C	-4.6	1.06	8.5	-6.0	-6.2	0.915	-0.9	-3.2	1.6
20	Cc1ccc(-n2cccc2/C=C2\C(=N)N3N=C(c4ccco4)SC3=NC2=O)cc1	22.0	0.983	23.8	1.7	10.6	0.762	34.5	-1.5	78.1*
21	O=S(=O)(NCCCCCNS(=O)(=O)c1ccccc1)c1ccccc1	-2.9	1.27	-15.4	-26.7	-4.9	1.15	1.5	0.3	-8.8
22	O=C(NCC(F)(F)F)Nc1nnc(C(F)(F)F)s1	-1.0	0.985	-1.5	1.5	2.3	1.01	-12.1	1.8	3.8
23	C[C@H](CO)N1C[C@H](C)[C@@H](CN(C)C)Oc2c(NC(=O)CCC(F)(F)F)cccc2C1=O	-3.6	1.04	4.1	-4.1	-3.4	0.959	-1.0	-3.2	3.4
24	O=C(NCCCCNC(=O)c1c(Cl)cccc1Cl)c1c(Cl)cccc1Cl	-0.5	0.905	6.7	9.5	-7.0	0.933	1.6	0.3	-4.9

Other structures follow.
item	structure	A3A deaminase	hIAP act	mIAP block	hIAP inh	A3G deaminase	mIAP activ	MPTP inh	beta cell repl	ATG4B inh
25	CCc1ccc(/C=C/c2c[nH]c3ccccc23)[n+](CC)c1	64.5*	1.02	4.9	-2.5	20.0	0.951	1.3	-6.2	-1.2
26	CCN(C(=O)CSc1nc2nc(C)cc(C)n2n1)c1cccc(C)c1	-2.6	1.24	-2.5	-24.4	-1.6	1.02	-1.2	-1.0	-2.8
27	CCn1c(SCC(=O)N2CCCc3ccccc32)nnc1-c1ccco1	-0.6	1	8.4	-0.2	-3.7	0.916	-1.7	-3.4	0.9
28	CC(C)(C)c1ccc(C(=O)NC2CCS(=O)(=O)C2)cc1 (centres undefined)	-0.8	0.998	-6.7	0.2	-6.4	1.07	-0.8	-2.0	5.5
29	Cc1ccccc1CS(=O)(=O)Cc1ccc(C(=O)NCc2ccccn2)o1	-2.1	1.13	-6.1	-13.4	-5.9	1.06	9.4	-0.5	-4.8
30	Cc1ccc(CN(C)C(=O)c2cc(Br)c(Br)s2)o1	-2.9	0.906	7.7	9.4	-5.1	0.923	-0.5	-0.5	2.2
31	CC(=O)c1cccc(NC(=O)NNC(=O)c2ccc(Cl)cc2Cl)c1	-0.4	1.24	1.4	-24.3	-7.4	0.986	0.0	-3.1	4.1
32	CCC(c1ccccc1)c1nc(-c2ccccn2)no1 (centres undefined)	-4.5	1.26	0.8	-25.8	-9.9	0.992	-2.3	-2.7	-6.6

Next section
item	structure	A3A deaminase	hIAP act	mIAP block	hIAP inh	A3G deaminase	mIAP activ	MPTP inh	beta cell repl	ATG4B inh
33	COc1ccc(CCNC(=O)CN2CCN(Cc3ccccc3F)C2=O)cc1OC	0.3	1.04	2.6	-3.8	-7.6	0.974	0.7	-1.3	-2.1
34	CCOc1ccc(S(=O)(=O)Nc2ccccc2C(=O)N(C)C2CCN(C)CC2)cc1	-3.8	0.985	-2.8	1.5	-6.6	1.03	-3.3	-0.2	5.3
35	CCn1c(=O)c(C(=O)NCc2ccc(OC)c(OC)c2)c(O)c2ccccc21	-3.9	1.09	3.9	-8.7	-6.8	0.961	-4.3	-2.3	-3.5
36	CN(C)c1ccc(NC(=O)Cc2ccccc2)c2ccccc12	-4.5	0.968	1.9	3.2	-10.1	0.981	0.0	1.1	1.1
37	CCOC(=O)c1ccc(NS(=O)(=O)c2ccc(-c3coc(C)n3)cc2)cc1	1.0	1.4	-1.6	-39.9	1.3	1.02	-0.4	-2.6	-3.0
38	Cc1nnc(SCc2ccc(F)cc2)s1	-4.1	0.933	4.1	6.7	-8.0	0.959	-1.4	-2.9	-9.9
39	NC(=O)N/N=C/c1ccc([N+](=O)[O-])o1	3.9	0.94	7.8	6.0	-1.7	0.922	-1.3	-5.1	5.1
40	COc1ccccc1NC(=O)NN1CCCCC1	-0.7	0.968	5.5	3.2	-8.6	0.945	0.4	0.0	-8.8

Carrying on.
item	structure	A3A deaminase	hIAP act	mIAP block	hIAP inh	A3G deaminase	mIAP activ	MPTP inh	beta cell repl	ATG4B inh
41	CCOC(=O)N1CCC(N2C(=O)c3ccc(C(=O)NCCC(C)C)cc3C2=O)CC1	-5.2	0.989	-3.3	1.0	-5.1	1.03	-0.9	-3.4	2.3
42	CC(NCC(=O)Nc1ccccc1C(=O)NC1CC1)c1cccs1 (centres undefined)	-3.1	1.1	-5.1	-10.5	-7.6	1.05	-1.4	-4.9	-6.4
43	COC(=O)c1ccc(CSc2nc(-c3ccccc3)cs2)o1	-2.1	1.11	-9.6	-11.1	-4.8	1.1	-0.4	-0.5	1.1
44	CC(C)c1ccc(NC2CCCN(C(=O)c3ccsc3)C2)cc1 (centres undefined)	-2.8	1.16	0.9	-15.5	-1.8	0.991	2.3	-1.3	76.6*
45	O=S1(=O)CCC(N2CCOCC2)C1 (centres undefined)	2.2	0.94	-5.4	6.0	-2.9	1.05	-1.4	1.3	-4.2
46	O=c1c2ccccc2nnn1CSc1nnc2sc3ccccc3n12	-3.1	1.14	7.0	-13.9	-7.0	0.93	x	-2.2	x
47	COc1ccc(OC)c(S(=O)(=O)N(C)CC(=O)N2CCN(c3ccc(F)cc3)CC2)c1	-4.9	1.37	3.8	-37.2	-0.4	0.962	-2.5	-2.2	-10.2
48	COCCN(Cc1ccccc1)C(=O)Cc1ccc(OC)c(S(=O)(=O)N2CCOCC2)c1	-3.2	0.908	8.2	9.2	-9.7	0.918	-0.9	1.1	-1.3

(continued)
item	structure	A3A deaminase	hIAP act	mIAP block	hIAP inh	A3G deaminase	mIAP activ	MPTP inh	beta cell repl	ATG4B inh
49	O=C1C=C(NCc2ccccc2)CCC1	-3.4	0.944	0.0	5.6	-7.6	1	0.2	0.4	-13.2
50	CCC(C(=O)Nc1ncccn1)(C(F)(F)F)C(F)(F)F	-1.3	1.01	11.6	-0.9	-7.3	0.884	-4.8	-4.6	-1.9
51	CC(=O)N(C)C1(c2nnnn2CCOC(=O)Nc2ccc(Cl)cc2)CCCCC1	1.5	1.08	-3.6	-8.4	1.5	1.04	-1.1	2.5	-1.0
52	CC(C)OCCCNC(=O)c1cc(S(=O)(=O)N2CCc3ccccc32)cn1C	-2.5	0.909	6.3	9.1	-0.2	0.937	-0.8	5.6	-25.7
